# Source: PubChem (several laboratories)
# SIAH1 antagonists – Siah-1 peptide-binding antagonists, primary screen, biochemical, fluorescence polarization, rhodamine-plectin, uHTS (AID 1817); Siah-1 / rhodamine-plectin peptide fluorescence polarization; higher % means a stronger effect; one-dose displacement, % at 20 µM; IC50 in µM for titrated hits; 0.02% of 290,000 active; E3 ubiquitin-protein ligase SIAH1 (Homo sapiens);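 active means displacement of at least 50% at 20 µM, with a fluorescence ratio check between 0.3 and a set limit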;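 further: plate controls were Siah plus tracer with DMSO for no effect and tracer alone without Siah for full effect; strong numbers were not always called active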
# PhoP inhibition – inhibitors of PhoP regulon expression, primary screen, Salmonella Typhimurium, GFP reporter (AID 1863); S. Typhimurium PhoP-regulated promoter GFP reporter, 4 h; higher % means a stronger effect; one-dose inhibition, % at 50 µM; IC50 in µM for titrated hits; 0.16% of 300,000 active;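 active means inhibition over 29.93%, a cutoff 3 SD above the screen mean, later confirmed by dose response; inconclusive means inhibition over 29.93% but no dose response follow-up; inactive means inhibition at most 29.93% or unconfirmed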;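 further: 0% = low Mg2+ inducing control and 100% = high Mg2+ repressing control; strong numbers were not always called active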
# TNAP activation fold – human TNAP enzyme activators, primary screen, biochemical, luminescent, no phosphate acceptor, uHTS (AID 1001); 0.03% of 200,000 active; purified TNAP, luminescent activation assay, no phosphate acceptor; higher activation fold means a stronger effect; activation fold at 20 µM, or EC50 in µM where a hit was titrated; in the data active means activation fold from about 3, or a potency from the dose series; inactive means the rest, 99 in 100 with activation fold below about 1.6; further: many of its hits are not listed in these tables
# XIAP displacement – XIAP antagonists, biochemical, IAP family, fluorescence polarization (AID 1018) | XIAP BIR domain, fluorescence polarization peptide displacement; higher % means a stronger effect | displacement, % at 20 µM, or IC50 in µM where a hit was titrated | 0.007% of 200,000 active; in the data active means displacement above about 50%; further: a part of the inactive calls stands beside numbers as strong as those of hits
# Myeloid diff MLP – induction of myeloid progenitor differentiation, primary screen, cell-based, flow cytometry, MLPCN library; 1% of 360,000 active; calls only at 10 µM; ER-HoxA9 myeloid progenitors, lysozyme-GFP differentiation;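 active means normalized GFP-positive differentiation at or above the plate's own cutoff, the solvent-only control mean plus 3 SD; inconclusive means no clear call, values can overlap the other calls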;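 further: cells exposed to compound for four days before flow analysis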
# WT yeast gro inh – growth inhibition of WT strain, primary screen, mitochondrial fusion inhibitor project, WT and mutant strains, chemical genetic; mitochondrial fusion phenotypic screen; inhibition, % at 10 µM; 2.1% of 190,000 active; in the data active means inhibition above about 58%; tested in S. cerevisiae
# PMI inhibition – human PMI inhibitors, high substrate, primary screen, biochemical, fluorescence intensity, high mannose 6-phosphate (AID 1220); recombinant PMI enzyme, coupled fluorescence intensity; higher % means a stronger effect; inhibition, % at 20 µM, or IC50 in µM where a hit was titrated; 0.66% of 190,000 active
# PMI inhibitors – inhibitors of human PMI, primary screen, biochemical, fluorescence intensity, coupled assay (AID 1209); Mannose-6-phosphate isomerase (Homo sapiens); inhibition, % at 20 µM, or IC50 in µM where a hit was titrated; purified PMI enzyme, coupled fluorescence intensity; higher % means a stronger effect; 0.42% of 190,000 active;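 further: plate controls were DMSO vehicle for no effect and wells lacking substrate for full effect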
# RSV antiviral HEp-2 – RSV antiviral activity via CPE protection, HEp-2 cells, primary 10 µM value included (AID 2391); HEp-2 cells, RSV-induced CPE inhibition; higher % means a stronger effect; CPE inhibition, % at 10 µM; hits with a dose series show IC50 in µM; 0.13% of 310,000 active; in the data active means a potency from the dose series; inconclusive means CPE inhibition mostly from about 23% at the one dose, without a potency; inactive means the rest, 99 in 100 with CPE inhibition below about 21%; further: strong numbers were not always called active
# WT yeast gro inh mutant strain – also measured in WT yeast gro inh; calls as there; inhibition, %; mitochondrial fusion phenotypic screen, mutant strain inhibition
# Myeloid diff MLP GFP+ MAC1+ % – also measured in Myeloid diff MLP; calls as there; GFP+ MAC1+ double positive, %; measured here: differentiation confirmed by MAC1 staining
# Starred values were filed as active, the others as inactive; i = inactive; ? = inconclusive; nt = no result given; + = active, no number. Unless noted, no stated cut-off is given here; in the data, active means inhibition above about 50%; inactive means the rest.
SMILES,SIAH1 antagonists,PhoP inhibition,TNAP activation fold,XIAP displacement,Myeloid diff MLP,Myeloid diff MLP GFP+ MAC1+ %,WT yeast gro inh,WT yeast gro inh mutant strain,PMI inhibition,PMI inhibitors,RSV antiviral HEp-2
COc1ccc(C(=O)Nc2ccc(S(=O)(=O)Nc3cc(C)nc(C)n3)cc2)cc1OC,-5%,nt,1,-7.3%,i,0.4,2,-4,15%,12%,0.3%
O=[N+]([O-])c1ccc(Oc2cccc3cccnc23)c([N+](=O)[O-])c1,21%,?,1,-3.7%,+,3.1*,63*,47*,11%,0%,1.1%
c1ccc(C2(CNc3ccccn3)CCCC2)cc1,2%,30%,1.2,-0.5%,i,4.9,20,22,6%,1%,-1.1%
CCOC(=O)c1sc(N(Cc2ccccc2)C(=O)CSc2nnc(C3CC3)n2N)nc1C,-2%,1%,1,-5.9%,i,3.1,10,17,2%,8%,-0.4%
CSc1nnc(-c2cc(-c3ccc(C)cc3)nc3ccccc23)o1,-4%,3%,1,-19%,i,1.2,1,-18,-19%,-19%,4.3%
O=C(c1ccccc1)N1CCN(C(=O)c2ccc3c(c2)OCO3)CC1,7%,-4%,nt,nt,i,3.3,nt,nt,nt,nt,3.1%
CC(C)c1ccc(S(=O)(=O)c2nnn3c2nc(NCC2CCCO2)c2ccccc23)cc1 (stereo unspecified),0%,-8%,nt,nt,i,0.7,nt,nt,nt,nt,0.5%
Cc1cc(N2CCN(C(=O)/C=C/C(=O)O)CC2)c2ccccc2n1,-2%,-9%,nt,nt,i,0.3,nt,nt,nt,nt,0.0%
COc1ccc(S(=O)(=O)N2CCN(c3ccccc3OC)CC2)cc1C(=O)N1CCCCC1,-1%,13%,nt,nt,i,0.5,nt,nt,nt,nt,11%
CC(=O)c1ccccc1NS(=O)(=O)c1ccccc1Cl,10%,-4%,1.1,-2.9%,i,0.0,9,5,5%,7%,-0.6%
O=c1cc(O)c2ccccc2n1Cc1ccccc1Cl,0%,-5%,1.1,-2.5%,i,0.7,-2,-10,8%,-6%,13%
COCCCNC(=S)Nc1ccc(S(=O)(=O)Nc2cc(OC)nc(OC)n2)cc1,5%,3%,nt,nt,i,0.9,nt,nt,nt,nt,0.7%
COc1ccc(OC)c(-c2c3c([nH]c(=S)c2C#N)CCCC3)c1,1%,2%,1.1,-6.5%,i,0.5,1,-2,-64%,-66%,1.6%
CCc1ccc(NC(=S)Nc2ccc(S(=O)(=O)Nc3ncccn3)cc2)cc1,10%,1%,1.1,0.9%,i,0.7,5,8,0%,-2%,0.8%
Fc1cc(F)c2nc(N3CCCC3)sc2c1,1%,7%,1.1,-2.5%,i,0.4,17,-13,-2%,-4%,1.3%
O=C(Cc1ccccc1)NC(C(=O)O)C(O)c1ccc([N+](=O)[O-])cc1 (stereo unspecified),5%,3%,nt,nt,i,0.1,nt,nt,nt,nt,0.4%
COc1ccc(OCc2cccc(C(=O)Nc3cc(C)on3)c2)cc1,1%,2%,1.1,-0.9%,i,2.1,-17,-9,8%,7%,-0.4%
COc1ccc(OCCOC(=O)c2ccc(-n3cnnn3)cc2)cc1,2%,8%,1.1,-7.3%,i,0.8,-7,-2,2%,2%,0.4%
COc1ccc(/C=C(/NC(=O)c2ccccc2)C(=O)N2CCCCC2)cc1OC,-8%,0%,nt,nt,i,2.4,nt,nt,nt,nt,1.0%
O=C(/C=C/c1cccc([N+](=O)[O-])c1)OCC1CCCO1 (stereo unspecified),10%,10%,nt,nt,i,0.3,nt,nt,nt,nt,0.5%
O=C(Nc1ccccc1Cl)C1CC(=O)N(c2ccccc2)C1 (stereo unspecified),1%,7%,nt,nt,i,0.3,nt,nt,nt,nt,1.2%
Fc1ccc(CSc2ncnc3sc4c(c23)CCCC4)cc1,4%,-9%,1.1,-2.7%,i,0.7,11,10,4%,-1%,13%
Cc1cc2oc(C(=O)Nc3ccc(S(=O)(=O)Nc4ncccn4)cc3)c(C)c2cc1Cl,48%,1%,nt,nt,i,1.4,nt,nt,nt,nt,-0.2%
COc1ccc(C(=O)CCN2CCN(c3ccccc3F)CC2)cc1,0%,17%,1,-4.4%,i,1.1,2,0,18%,17%,-1.8%
CCOC(=O)C1CCN(C(=O)CN(c2ccc(OC)cc2)S(=O)(=O)c2c(C)noc2C)CC1,-2%,-7%,1.1,-14%,i,2.3,14,0,5%,8%,0.9%
COc1ccc(/C=N/n2c(SC)nnc(C(C)(C)C)c2=O)cc1OC,-1%,-12%,1.1,-3.2%,i,0.4,-3,19,9%,15%,0.6%
CCCCN(C(=O)C1CC(=O)N(Cc2ccc(C)cc2)C1)c1c(N)n(CC(C)C)c(=O)[nH]c1=O (stereo unspecified),-2%,-6%,nt,nt,i,0.6,nt,nt,nt,nt,0.8%
COc1ccc(Cl)cc1S(=O)(=O)N(C)CC(=O)N1CCCC1,3%,-2%,nt,nt,i,0.8,nt,nt,nt,nt,0.6%
CCOc1ccc(-n2c(N)c(C(=O)NCc3ccco3)c3nc4ccccc4nc32)cc1,0%,0%,1.3,-5.1%,?,nt,-12,0,-6%,1%,2.4%
CCN(CC)S(=O)(=O)N1CCC(C(=O)NCc2ccc3c(c2)OCO3)CC1,9%,5%,1.1,1.7%,i,0.6,2,-12,4%,-2%,0.6%
O=S(=O)(NCCc1ccccc1)c1ccc(Cl)nc1,6%,-6%,1.2,-1.0%,i,0.4,1,-8,-1%,-5%,1.3%
CCCCCCC(C)n1cc(C(C)=O)c(=O)n(C)c1=O (stereo unspecified),-4%,3%,1.1,-2.3%,i,1.1,-8,-9,-6%,0%,6.8%
Cn1c(SCC(=O)NCc2cccs2)nnc1-c1ccncc1,-2%,16%,1.1,-3.4%,i,0.9,7,-8,6%,2%,4.9%
O=C(NCc1cccc(Cl)c1)c1ccc2c(c1)SC1=NS(=O)(=O)CCN12,-2%,8%,1.1,-6.1%,i,1.0,-8,-2,4%,4%,15%
CC(=NCc1ccncc1)C1=C(O)c2ccccc2C1=O,0%,10%,1,-4.5%,nt,nt,-1,-8,-20%,-6%,nt
Cc1ccc(C)c(CSC2=NCCN2C(=O)c2cccs2)c1,-3%,-1%,1,-1.2%,i,2.4,3,19,6%,11%,2.0%
COCCN(C(=O)c1ccccc1)c1nnc(-c2cccnc2)s1,4%,-5%,1.1,2.6%,i,1.5,4,18,-1%,-1%,2.8%
CC(C)CN(CC(C)C)S(=O)(=O)N1CCC(C(=O)NCc2ccccn2)CC1,2%,5%,1,-6.3%,i,0.9,-6,5,-4%,-10%,-0.8%
COC(=O)c1cc(=O)n(Cc2ccc3c(c2)OCO3)c(=Nc2ccc(F)c(Cl)c2)s1,3%,3%,1.1,-0.3%,i,1.7,20,14,3%,8%,11%
O=C(OCc1nnc(-c2ccccc2)o1)C12CC3CC(CC(Br)(C3)C1)C2,1%,2%,1.1,-5.5%,i,0.1,70*,14*,8%,10%,nt
COC(=O)[C@@H](NC(=O)c1ccccc1)[C@@H](C)O,-1%,-1%,nt,nt,i,0.7,nt,nt,nt,nt,0.3%
Cc1cccc(C(=O)N2CCCC(N3CCN(c4cccc(Cl)c4)CC3)C2)n1 (stereo unspecified),3%,-6%,nt,nt,i,1.4,nt,nt,nt,nt,1.2%
CC(O)CN(C)CC/C=C1/c2ccccc2CSc2ccccc21 (stereo unspecified),-2%,9%,1.1,-6.7%,i,0.4,3,0,-5%,1%,1.3%
O=C(O)CCn1cc(/C=C2\NC(=S)N(c3ccccc3)C2=O)c(-c2ccc(Br)cc2)n1,4%,-4%,1,-10%,i,0.3,-15,11,1%,0%,4.1%
Cc1cccc(NC(=O)C2C3CCCCC32)c1 (stereo unspecified),7%,10%,nt,nt,i,0.4,nt,nt,nt,nt,3.0%
CC(c1ccccc1)N1C(=O)c2ccccc2C1(O)Cc1ccccc1 (stereo unspecified),5%,7%,1,-7.0%,i,0.4,-6,-14,2%,11%,1.8%
C/C(=N\NC(=O)c1c[nH]c2ccccc12)c1ccco1,-4%,10%,1.2,-5.9%,i,0.9,20,13,-1%,0%,6.2%
CC(C)c1nc2ccccc2n1CC(O)COC1CCCCC1 (stereo unspecified),6%,-1%,1.1,-7.7%,i,0.2,2,9,7%,8%,-0.8%
Cc1cc(NC2CCCC2)n2ncc(-c3ccccc3)c2n1,3%,14%,nt,nt,i,0.8,nt,nt,nt,nt,?
Cc1cc(C(=O)N2CCC(Cc3ccccc3)CC2)ccc1[N+](=O)[O-],2%,1%,1,0.4%,i,4.4,22,34,12%,11%,17%
# Next section
SMILES,SIAH1 antagonists,PhoP inhibition,TNAP activation fold,XIAP displacement,Myeloid diff MLP,Myeloid diff MLP GFP+ MAC1+ %,WT yeast gro inh,WT yeast gro inh mutant strain,PMI inhibition,PMI inhibitors,RSV antiviral HEp-2
Cc1ccc(CNC(=O)/C=C/c2c(Cl)cccc2Cl)cc1,-3%,-1%,1,-1.5%,i,0.2,-4,-5,-5%,-8%,3.3%
O=C(c1ccco1)N1CCN(C(=O)C2c3ccccc3Oc3ccccc32)CC1,-6%,5%,1.1,0.2%,i,3.4,71*,6.8*,7%,11%,1.1%
Cc1cc(-c2nnc(-c3ccccc3)c(-c3ccccc3)n2)c(C)o1,2%,40%,1.1,-2.6%,i,0.7,-2,12,-33%,-14%,9.1%
Cc1cc2c([nH]c3ccccc32)c2c1OC(C)(C)C=C2,-4%,3%,nt,nt,i,2.1,nt,nt,nt,nt,0.5%
O=C(CCC(=O)Nc1ccc(Br)cc1)N/N=C/c1cc([N+](=O)[O-])ccc1O,11%,10%,1.2,-8.2%,i,0.1,-26,2,-10%,-11%,1.2%
CN(C)C(CNC(=O)C1CCN(C(=O)/C=C/c2ccccc2)CC1)c1ccccc1 (stereo unspecified),-2%,-2%,nt,nt,i,0.3,nt,nt,nt,nt,0.1%
